Assay outcomes (PubChem)
CSN inh – CSN deneddylation inhibition | AID 651999 | inhibition, % at 12.5 µM | 360,000 tested, 0.38% active | Purified CSN, SCF-Nedd8-OG deneddylation, fluorescence polarization | Q92905;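 active means pattern-corrected inhibition above about 35%, with an unprinted fluorescence ratio check between 0.5 and 1.5, limit read from the data, passing the limit was not always enough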;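 further: 0% = enzyme with substrate and 100% = substrate without enzyme; some results filed as inactive read as strong as hits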
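Test system: Human Csn5 produced in HEK293T cells | Compound: 12.5 µM single point | Times: 90 min, room temperature | Signal: Fluorescence polarization readout | Read-out basis: % inhibition of substrate cleavage by Csn5 | Controls: no-enzyme wells high, enzyme-with-substrate wells low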
Rin1 Abl inh – human Rin1-Abl interaction inhibition; P00519+Q13671; TR-FRET Rin1/Abl binding, biochemical; inhibition, % at 7.35 µM; 360,000 tested, 0.4% active; AID 588664; in the data active means inhibition above about 5%, passing the limit was not always enough
Target sequence (P00519 whole entry, looked up): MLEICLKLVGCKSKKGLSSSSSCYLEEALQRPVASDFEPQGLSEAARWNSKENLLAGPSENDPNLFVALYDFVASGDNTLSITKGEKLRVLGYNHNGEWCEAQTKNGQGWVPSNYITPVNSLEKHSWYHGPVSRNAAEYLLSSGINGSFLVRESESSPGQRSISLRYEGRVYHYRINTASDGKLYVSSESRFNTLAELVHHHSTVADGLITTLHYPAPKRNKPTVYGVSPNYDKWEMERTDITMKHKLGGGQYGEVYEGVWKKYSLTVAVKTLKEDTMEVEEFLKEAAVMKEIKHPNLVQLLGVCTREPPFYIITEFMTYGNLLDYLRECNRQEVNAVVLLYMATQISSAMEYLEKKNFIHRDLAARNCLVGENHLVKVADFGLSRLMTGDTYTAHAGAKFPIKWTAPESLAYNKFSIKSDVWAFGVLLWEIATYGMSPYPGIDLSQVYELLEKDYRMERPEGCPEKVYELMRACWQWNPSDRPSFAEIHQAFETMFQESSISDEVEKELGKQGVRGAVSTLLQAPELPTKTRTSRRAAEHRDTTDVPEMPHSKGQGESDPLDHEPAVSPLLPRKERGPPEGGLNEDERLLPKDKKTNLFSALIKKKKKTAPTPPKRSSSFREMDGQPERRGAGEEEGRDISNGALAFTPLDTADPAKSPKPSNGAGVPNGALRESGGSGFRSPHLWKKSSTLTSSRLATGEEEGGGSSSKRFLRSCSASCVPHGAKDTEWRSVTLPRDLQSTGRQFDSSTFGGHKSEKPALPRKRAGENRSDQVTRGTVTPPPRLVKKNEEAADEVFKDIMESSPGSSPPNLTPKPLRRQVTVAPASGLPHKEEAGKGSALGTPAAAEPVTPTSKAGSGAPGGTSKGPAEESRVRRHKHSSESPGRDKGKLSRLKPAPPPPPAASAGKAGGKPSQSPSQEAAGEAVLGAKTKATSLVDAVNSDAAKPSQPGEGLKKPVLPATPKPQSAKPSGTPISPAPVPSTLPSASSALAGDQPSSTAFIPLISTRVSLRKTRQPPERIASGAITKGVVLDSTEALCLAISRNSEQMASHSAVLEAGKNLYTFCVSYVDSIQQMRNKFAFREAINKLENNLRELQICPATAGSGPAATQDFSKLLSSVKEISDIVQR
Target sequence (Q13671 whole entry, looked up): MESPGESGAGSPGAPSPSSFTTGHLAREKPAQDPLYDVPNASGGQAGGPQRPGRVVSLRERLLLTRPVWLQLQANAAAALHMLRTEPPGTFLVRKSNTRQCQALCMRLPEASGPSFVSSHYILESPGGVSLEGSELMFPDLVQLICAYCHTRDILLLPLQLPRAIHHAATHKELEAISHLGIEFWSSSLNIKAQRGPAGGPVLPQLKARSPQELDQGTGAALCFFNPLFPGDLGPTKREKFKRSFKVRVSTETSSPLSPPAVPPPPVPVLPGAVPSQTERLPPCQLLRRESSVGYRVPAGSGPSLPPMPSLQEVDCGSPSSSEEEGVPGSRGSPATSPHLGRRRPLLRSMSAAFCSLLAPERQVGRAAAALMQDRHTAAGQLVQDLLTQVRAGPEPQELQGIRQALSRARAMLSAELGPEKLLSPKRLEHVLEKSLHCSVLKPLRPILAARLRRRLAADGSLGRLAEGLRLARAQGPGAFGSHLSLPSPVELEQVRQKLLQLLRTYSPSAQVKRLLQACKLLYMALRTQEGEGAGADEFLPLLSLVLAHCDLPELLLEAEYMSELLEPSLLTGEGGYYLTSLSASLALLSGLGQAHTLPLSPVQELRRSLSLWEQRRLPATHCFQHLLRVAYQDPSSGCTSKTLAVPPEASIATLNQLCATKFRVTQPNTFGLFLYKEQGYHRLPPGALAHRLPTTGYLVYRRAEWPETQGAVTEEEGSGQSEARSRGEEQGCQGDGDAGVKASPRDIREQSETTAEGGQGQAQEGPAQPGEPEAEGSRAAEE
PABP1 MLLE inh – inhibitors of microRNA-mediated deadenylation, human PABP1 MLLE binding. inhibition, % at 20 µM. GST-MLLE / FITC-PAM2 fluorescence polarization. 360,000 tested, 0.36% active. AID 588489; in the data active means inhibition above about 35%, passing the limit was not always enough;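 further: plate controls were DMSO wells with GST-MLLE for no effect and wells lacking GST-MLLE protein for full effect; some results filed as inactive read as strong as hits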
SKN-1 block – blocks SKN-1 activity in C. elegans; C. elegans VP596 Pgst-4::GFP/RFP ratio, acrylamide-induced, 24 h; inhibition, % at 21.8 µM; 360,000 tested, 0.49% active; AID 624304;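 active means interference check ratio from 0.5 to 1.5 plus GFP to RFP signal ratio inhibition reaching or exceeding a fixed threshold, cut at about 30% in these data, passing the limit was not always enough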; further: some compounds called inactive have numbers as strong as hits
FAS TE block – blocks the thioesterase domain of human fatty acid synthase; P49327; recombinant FAS-TE, OMFH fluorogenic substrate, fluorescence endpoint; inhibition, % at 15 µM; 360,000 tested, 0.67% active; AID 602261;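 active means compounds whose normalised, plate-corrected inhibition of enzyme fluorescence in the single-dose primary screen is 50% or more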;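 further: 0% = DMSO with enzyme and 100% = substrate without enzyme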
NadD block – inhibitors of Staphylococcus aureus NadD. AID 602399. purified NadD enzyme, colorimetric absorbance read-out. inhibition, % at 20 µM. 360,000 tested, 0.78% active; in the data active means inhibition above about 26%; further: some compounds past the cut are filed as inactive
Neddylation inh – blocks human cullin neddylation; calls only at 25 µM; TR-FRET cullin neddylation, biochemical; 360,000 tested, 0.58% active; P61081+Q13564; AID 651699; in the data active means inhibition above about 36%
MT1-MMP act inh – inhibitors of human MT1-MMP activation; P50281; GFP/RFP ratio change, % at 20 µM; AID 651647; HT1080 RFP-PRO-GFP cells, GFP/RFP ratio fluorescence, overnight; percent of plate control window, DMSO zero; 360,000 tested, 0.061% active;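 active means GFP/RFP ratio change of at least 30% with cell ATP level not reduced by more than half and red fluorescence within 50% of control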; further: strong numbers were not always called active
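Assay system: HT1080 RFP-PRO-GFP cells | Dosing: 20 µM single dose, 1% DMSO | Incubation: Cells overnight before dosing, compound overnight, 37 °C, 5% CO2 | Evaluation: GFP/RFP fluorescence ratio | Control set: DMSO-only wells and HT1080 RFP-L50D-GFP cell wells as references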
Rpn11 inh – inhibitors of human proteasome Rpn11; O00487; human 26S proteasome, Ub4-pepOG fluorescence polarization; 20S core pre-blocked with epoxomicin; calls only at 20 µM; 360,000 tested, 0.59% active;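 active means inhibition at 20 µM, scaled to each plate's controls, above about 33%, limit read from the data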
Active calls of the source: *; i = inactive; + = active, no number. Compounds as they come; any-hit rate near 3.9%.

SMILES	CSN inh	Rin1 Abl inh	PABP1 MLLE inh	SKN-1 block	FAS TE block	NadD block	Neddylation inh	MT1-MMP act inh	Rpn11 inh
CCOC(=O)C1CCCN(S(=O)(=O)Cc2ccc(Cl)cc2)C1 (stereo not given)	-2	-3	0	7	6	-1	i	-2	i
O=C(CSc1nnc2ccc(-c3ccc(F)cc3)nn12)NCC1CCCO1 (stereo not given)	0	0	-9	12	-7	-6	+	3	i
CC(C)COC(=O)N1CCCC(c2cc(C(=O)Nc3ccccc3Cl)no2)C1 (stereo not given)	0	0	19	6	4	2	i	2	i
O=C(NCCc1ccccc1)C(=O)NCC(c1ccco1)N1CCOCC1 (stereo not given)	1	0	2	-11	-3	-2	i	-6	i
COc1ccc(-c2csc(NC(=O)Cc3ccccc3F)n2)cc1OC	3	0	10	-9	10	-14	i	-7	i
COCCN1C(=O)C(O)=C(C(=O)c2cccs2)C1c1ccccc1 (stereo not given)	4	0	8	6	-10	4	i	-12	i
CCc1ccc(CN(C)C(=O)CC2C(=O)NCCN2Cc2ccoc2)cc1 (stereo not given)	5	0	0	10	-2	0	i	-2	i
COC(=O)c1sccc1OC(C)C(C)=O (stereo not given)	6	4	2	-25	-8	-1	i	5	i
O=C(NCc1ccccc1Cl)C1CCN(c2cnccn2)CC1	-3	2	1	-12	-9	3	i	0	i
COc1ccc(S(=O)(=O)Oc2ccc3ccccc3c2)cc1	-7	2	-8	5	29	-9	i	1	i
COC(=O)Cn1c(=NC(=O)C2CC2)sc2c(C)cc(C)cc21	0	-4	6	-15	9	0	i	2	i
O=C(N/N=C/C(Cl)=C/c1ccc([N+](=O)[O-])cc1)C(=O)Nc1ccc(C(=O)O)cc1	4	1	-12	6	6	4	i	4	i
Cc1ccc(-n2c(C)cc(C)c(C#N)c2=O)cc1	1	-2	-6	-32	-13	1	i	-9	i
CCCCC(C(=O)O)C(C)CC(=O)Nc1nncs1 (stereo not given)	0	-1	-2	-1	-2	-6	i	3	i
Cc1cc(-c2nnc(CCC(=O)N(C)C(C)c3cccs3)o2)no1 (stereo not given)	5	-5	6	6	-4	-2	i	1	i
O=C1NC(=O)C(c2ccccc2)(c2ccc(O)cc2)N1 (stereo not given)	-1	3	-18	-11	-9	-5	i	0	i
CCCN(CC(=O)Nc1cc(Cl)ccc1Cl)C(=O)c1ccc(N2CCCC2=O)cc1	0	1	5	9	3	-5	i	1	i
COCCN(C(=O)CSc1nc2ccccc2c(=O)n1CC(C)C)c1c(N)n(Cc2ccccc2)c(=O)[nH]c1=O	-2	-3	-48	1	1	12	i	-3	i
CC(=O)Oc1ccc(C(=O)Nc2ccc(C3(C#N)CCCC3)cc2)cc1	5	-6	6	-4	0	-7	i	0	i
COc1ccc(C)cc1NC(=O)CSc1nnc(-c2ccco2)n1N	-3	-3	0	-22	-11	-2	i	-2	i
CSc1nn(CCc2ccncc2)c(=S)s1	-1	0	-53	-13	-6	1	i	1	i
CN(C)S(=O)(=O)c1ccc(NC(=S)NC(=O)c2cccs2)cc1	-10	3	23	14	8	-2	i	-2	i
Cc1ccc(NC(=O)CCc2nnc(SCC(=O)Nc3ccccc3C)n2C)cc1Cl	-3	3	-23	4	-1	3	i	-1	i
Cc1cc(C(F)F)n2nc(C(=O)Nc3cccc(C(F)(F)F)c3)nc2n1	1	2	-7	-21	-4	-2	i	1	i
Cc1c(NC(=O)Nc2ccccc2)cccc1[N+](=O)[O-]	2	0	8	-10	-4	1	i	6	i
O=C(Nc1ncc(C(F)(F)F)cc1Cl)c1ccc(S(=O)(=O)N2CCOCC2)cc1	4	6	-5	-7	0	-1	i	1	i
CN(Cc1ccccc1)C(=O)c1ccc(Nc2nc(CN)cs2)nc1	-1	0	-3	-7	-12	-3	i	-1	i
O=C(Nc1ccnn1C1CCN(CC(O)CO)CC1)C1CCCC1 (stereo not given)	3	-4	-3	-15	-4	-1	i	0	i
Nc1[nH]c(=O)[nH]c(=O)c1N=Cc1ccccc1	-12	3	68*	-15	-5	1	i	-11	i
COc1ccc(N2CCN(C(=O)c3cc4cc(Cl)ccc4[nH]3)CC2)cc1	4	4	-2	15	3	-2	i	-6	i
O=C(/C=C/c1ccccc1Cl)Nc1ccc(Cl)cn1	-3	3	-3	-4	-2	14	i	1	i
COc1ccc(-c2[nH]c(-c3ccc(C)cc3)nc2SCC(=O)NCc2ccco2)cc1OC	-2	-1	9	11	-4	1	i	0	i
CCOC(=O)/C=C/C(=O)OCC(=O)NC(c1ccccc1)c1ccccc1	-12	3	-46	3	-4	-5	i	-1	i
NC(=O)CNC(=O)[C@@H]1CC2(CC(c3cccc(Br)c3)=NO2)CN1C(=O)c1ccc(Br)cc1 (stereo not given in full)	-3	4	-14	18	2	-6	i	6	i
CC(=O)Nc1ccc(NC(=O)c2ccccc2C)cc1	1	1	15	-1	-5	-1	i	2	i
CCCc1nc2ccccc2c(C(=O)OCC(=O)Nc2ccc(S(=O)(=O)N3CCOCC3)cc2)c1CC	-1	2	5	11	28	11	i	-11	i
O=C1Cc2cc(S(=O)(=O)NCc3ccc(F)cc3)ccc2N1	2	3	-11	14	1	3	i	-2	i
COc1ccc(NC(=O)Nc2nccs2)cc1	-2	3	6	15	-4	2	i	11	i
CC(C)c1ccccc1NC(=O)CC1(CC(=O)O)CCCC1	4	1	2	12	-5	2	i	-3	i
CSCC[C@H](NC(=O)OC(C)(C)C)c1nnc(SCC(=O)Nc2c(C)cccc2C)o1	0	-1	1	7	-3	6	i	-3	i
O=C(CCn1cnnn1)Nc1ccc(F)cc1	2	-2	14	-9	-4	-7	i	1	i
Cn1ncc(N=Cc2ccc([N+](=O)[O-])cc2)c1C(=O)N1CCOCC1	4	-2	-9	1	-4	1	i	6	i
CCc1ccc(NC(=O)C2CCC(CNC(=O)[C@@H]3Cc4ccccc4CN3)CC2)cc1 (stereo not given in full)	-3	7	7	-6	0	-6	i	1	i
CS(=O)(=O)c1ccc(Cl)c(NC(=O)COC(=O)CCN2C(=O)C3CC=CCC3C2=O)c1 (stereo not given)	1	0	2	12	-3	-5	i	0	i
COc1cc(/C=C2/C(=O)NN(c3cccc(C)c3)C2=O)cc([N+](=O)[O-])c1O	6	3	-4	3	-3	5	i	11	i
COc1cccc(Nc2nc(C(N)Cc3ccc(Cl)cc3)cs2)n1 (stereo not given)	2	-4	8	21	-4	13	i	-8	i
CCOC(=O)c1cnc(-n2nc(C)cc2C)nc1Nc1ccc(C)cc1	1	-3	6	25	-7	18	i	-1	i
O=C(CC1C(=O)NCCN1C/C=C/c1ccccc1)NCCCC1CCCC1 (stereo not given)	0	-2	7	-2	6	3	i	-2	i
CCc1nnc(NC(=O)c2ccc(S(=O)(=O)N3CCCc4ccccc43)cc2)o1	1	-1	-4	-2	0	11	i	-1	i
CC(C)CCNC(=O)CCc1nnc2ccc(N3CCC(C)CC3)nn12	-2	2	14	19	0	-1	i	0	i
CC(=O)c1cccc(N(CC(=O)Nc2ccc(S(=O)(=O)N3CCCC3)cc2)S(C)(=O)=O)c1	-2	0	-9	-9	4	-3	i	-3	i
CCOC(=O)c1sc(NC(=O)c2cccnc2)nc1C	-5	3	9	12	-8	-8	i	1	i
Cn1c(NCc2cccc(Br)c2)nc2ccccc21	3	-1	-12	0	3	7	i	3	i
COCCNC(=O)C1Nc2ccc(OC(F)(F)F)cc2C2C=CCC12 (stereo not given)	-3	-1	-1	-2	-8	-4	i	6	i
O=S(=O)(c1cccc(-c2cn3ccccc3n2)c1)N1CCCC1	-1	-6	3	-4	0	-7	i	-1	i
CCCCCN(C(=O)CCC(=O)OCc1cccc(F)c1)c1c(N)n(CCCC)c(=O)[nH]c1=O	-7	0	-5	-4	-4	-4	i	-9	i
CN(C(=S)Nc1ccc(F)cc1)C1(c2ccccc2Cl)CCCCC1=O (stereo not given)	-3	-3	-44	-1	6	-1	i	-5	i
OCn1ncn(-c2ccccc2)c1=S	4	1	4	6	-6	2	i	10	i
Cc1cc(C(=O)NCc2cccs2)nn1C	-1	0	-6	-6	-7	1	i	0	i
O=C(CCn1c(=O)sc2ccccc21)NCc1ccco1	6	-1	-4	5	-4	-3	i	2	i
Cc1cc(N)ccc1-c1cc2ccccc2oc1=O	-2	-1	-3	-6	-4	-1	i	4	i
COc1ccc(C(C)NC(=S)NCc2ccc(F)cc2)cc1OC (stereo not given)	-1	3	-45	6	-4	-7	i	4	i

An excerpt from above in order of SMILES length, low to high.
SMILES	CSN inh	Rin1 Abl inh	PABP1 MLLE inh	SKN-1 block	FAS TE block	NadD block	Neddylation inh	MT1-MMP act inh	Rpn11 inh
COC(=O)c1sccc1OC(C)C(C)=O (stereo not given)	6	4	2	-25	-8	-1	i	5	i
O=C(CCn1cnnn1)Nc1ccc(F)cc1	2	-2	14	-9	-4	-7	i	1	i
Cc1cc(N)ccc1-c1cc2ccccc2oc1=O	-2	-1	-3	-6	-4	-1	i	4	i
CC(=O)Nc1ccc(NC(=O)c2ccccc2C)cc1	1	1	15	-1	-5	-1	i	2	i
O=C(/C=C/c1ccccc1Cl)Nc1ccc(Cl)cn1	-3	3	-3	-4	-2	14	i	1	i
O=C(NCc1ccccc1Cl)C1CCN(c2cnccn2)CC1	-3	2	1	-12	-9	3	i	0	i
O=C(Nc1ccnn1C1CCN(CC(O)CO)CC1)C1CCCC1 (stereo not given)	3	-4	-3	-15	-4	-1	i	0	i
COc1ccc(C)cc1NC(=O)CSc1nnc(-c2ccco2)n1N	-3	-3	0	-22	-11	-2	i	-2	i
O=S(=O)(c1cccc(-c2cn3ccccc3n2)c1)N1CCCC1	-1	-6	3	-4	0	-7	i	-1	i
Cc1cc(-c2nnc(CCC(=O)N(C)C(C)c3cccs3)o2)no1 (stereo not given)	5	-5	6	6	-4	-2	i	1	i
O=C(CC1C(=O)NCCN1C/C=C/c1ccccc1)NCCCC1CCCC1 (stereo not given)	0	-2	7	-2	6	3	i	-2	i
Cn1ncc(N=Cc2ccc([N+](=O)[O-])cc2)c1C(=O)N1CCOCC1	4	-2	-9	1	-4	1	i	6	i
CCCCCN(C(=O)CCC(=O)OCc1cccc(F)c1)c1c(N)n(CCCC)c(=O)[nH]c1=O	-7	0	-5	-4	-4	-4	i	-9	i
COCCN(C(=O)CSc1nc2ccccc2c(=O)n1CC(C)C)c1c(N)n(Cc2ccccc2)c(=O)[nH]c1=O	-2	-3	-48	1	1	12	i	-3	i
